# Source: PubChem BioAssay
# Rev-erbA mod – modulators of Rev-erb alpha DNA binding, primary screen, biochemical, FITC-DNA, fluorescence polarization, uHTS. Rev-erbα–FITC-DNA binding, 90 min. AID 1259318, 2017. hit rate 0.79% among 370,000. activity, % at 10 µM;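 active = activity above about 14%, limit read from the data; passing the limit was not always enough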;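 also: 0% = DMSO wells with 35 nM protein and 100% = DMSO wells with 750 nM protein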
# Target sequence (P20393 whole entry, looked up): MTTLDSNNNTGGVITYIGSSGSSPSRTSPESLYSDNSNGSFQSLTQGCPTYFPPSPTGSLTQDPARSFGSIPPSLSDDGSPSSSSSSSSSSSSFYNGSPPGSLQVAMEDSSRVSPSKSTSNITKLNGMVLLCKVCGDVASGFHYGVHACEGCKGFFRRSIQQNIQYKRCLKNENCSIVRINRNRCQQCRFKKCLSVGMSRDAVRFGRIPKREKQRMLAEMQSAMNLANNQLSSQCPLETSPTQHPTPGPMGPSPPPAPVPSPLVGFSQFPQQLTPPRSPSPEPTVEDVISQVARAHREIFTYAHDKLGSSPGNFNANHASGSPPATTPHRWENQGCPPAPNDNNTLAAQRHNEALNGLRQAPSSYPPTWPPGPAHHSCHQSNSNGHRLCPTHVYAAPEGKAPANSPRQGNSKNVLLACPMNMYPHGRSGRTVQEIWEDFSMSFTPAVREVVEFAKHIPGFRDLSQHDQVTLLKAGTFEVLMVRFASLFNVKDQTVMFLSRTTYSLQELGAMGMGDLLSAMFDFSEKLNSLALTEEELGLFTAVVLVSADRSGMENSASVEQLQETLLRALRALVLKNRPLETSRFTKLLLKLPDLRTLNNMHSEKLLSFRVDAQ
# hgDAF-12 ag – H. glycines DAF-12 receptor agonists, primary screen, cell-based, luminescence, HEK293, GAL4 fusion, UAS-luciferase; Nuclear hormone receptor DAF-12 (Heterodera glycines), GAL4 fusion; HEK293 GAL4-hgDAF12 UAS-luciferase reporter, agonist luminescence; normalized to butyrate control; activation, % at 6.8 µM; hit rate 1.8% among 370,000;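 active = activation above a cutoff set at the mean of all screened compounds plus 3 SD, cut at about 10% in these data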;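 also: 0% = DMSO wells and 100% = sodium butyrate wells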
# PG9 binder – binders of HIV-1 gp120 antibody PG9, primary screen, biochemical, TR-FRET; HIV-1 gp120 / PG9 antibody interaction; TR-FRET gp120-PG9 antibody binding; inhibition, % at 6.7 µM; hit rate 0.43% among 360,000; AID 624416, 2012; in the data active = inhibition above about 8.5%
# ssDAF-12 act – S. stercoralis DAF-12 nuclear receptor activators, primary screen, cell-based, luminescence, HEK293, GRIP1 co-expression, lit1-tk-luc. HEK293 ssDAF-12/GRIP1 lit1-tk-luc reporter; % of 3 µM dafachronic acid response. activation, % at 6.8 µM. hit rate 1% among 370,000. AID 652126, 2013;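 active = activation above the mean over all tested compounds plus 3 SD, cut at about 0.9% in these data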;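 also: 0% = DMSO-only wells and 100% = 3 µM delta7-dafachronic acid wells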
# sPLA2-III inh – human group III sPLA2 inhibitors, primary screen, biochemical, QFRET, BODIPY PC-A2 liposome substrate. Group 3 secretory phospholipase A2 (Homo sapiens), Q9NZ20. AID 743126, 2013. hit rate 0.56% among 370,000. inhibition, % at 12.2 µM. QFRET BODIPY PC-A2 liposome hydrolysis, fluorescence;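 active = inhibition above mean plus 3 SD of compounds lying within the high and low control bounds, cut at about 19% in these data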;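 also: 0% = median of test compound wells and 100% = no enzyme DMSO wells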
# PLCb3 inh – human PLC-beta3 inhibitors, primary screen, biochemical, fluorescence; 1-phosphatidylinositol 4,5-bisphosphate phosphodiesterase beta-3 (Homo sapiens), Q01970; Purified PLC-beta3, fluorogenic substrate; inhibition, % at 12.2 µM; hit rate 0.18% among 370,000; in the data active = inhibition above about 11%;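 also: 0% = median of compound wells on plate and 100% = full blocker control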
# FXN GAA850 act – FXN promoter activators, primary screen, cell-based, luciferase luminescence, HEK293 lucGAA850; hit rate 0.56% among 360,000; activation, % at 6 µM; HEK293 lucGAA850 FXN promoter luciferase reporter, 24 h; percent of 10 µM SAHA response;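 active = activation above the average of all compounds screened plus 3 SD, cutoff fixed separately per campaign, cut at about 7.5% in these data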;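 also: 0% = DMSO wells and 100% = 10 µM SAHA wells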
# DAX1 inh-1 – DAX1 (NR0B1) inhibitors on StAR promoter, primary screen, cell-based, luminescence, SF-1 (NR5A1), full-length DAX-1. inhibition, % at 6.8 µM. HEK293T StAR-luciferase reporter, SF-1/DAX-1 repression relief. hit rate 1.1% among 370,000. AID 652010, 2013;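 active = inhibition above the mean over all tested compounds plus 3 SD, cut at about 3.6% in these data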;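 also: 0% = DAX-1 cells with DMSO and 100% = cells lacking DAX-1 with DMSO; higher inhibition means more luminescence from relief of DAX-1 repression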
# hcDAF12 agonist – H. contortus DAF-12 nuclear receptor activators, primary screen, cell-based, luminescence, HEK293, lit1-tk-luc reporter. HEK293 hcDAF-12 lit1-tk-luc reporter; 0% DMSO, 100% Δ7-dafachronic acid. activation, % at 6.8 µM. hit rate 1.4% among 370,000;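 active = activation above the mean of all tested compounds plus 3 SD, cut at about 5.5% in these data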;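 also: 100% = response to 3 µM Δ7-dafachronic acid high control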
# SMARCA2 act – SMARCA2 (BRM) function activators, primary screen, cell-based, luminescence, high throughput | MG213 cells, MMTV-luciferase reporter, dexamethasone, overnight | activation, % at 9.1 µM | hit rate 1% among 370,000; in the data active = activation above about 7.8%;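 also: 0% = vehicle wells and 100% = reference activator wells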
# DAX1 inh-2 – DAX1 (NR0B1) inhibitors, primary screen, cell-based, HEK293, Gal4-DAX1, luciferase luminescence; hit rate 0.99% among 340,000; AID 504766, 2011; HEK293 Gal4-DAX1 luciferase reporter; inhibition, % at 6.75 µM; Nuclear receptor subfamily 0 group B member 1 (Homo sapiens), P51843;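 active = inhibition above the mean over all tested compounds plus 3 SD, cut at about 4.2% in these data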;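 also: 0% = DAX1-transfected cells with DMSO and 100% = empty-vector control cells with DMSO; inhibition shows as a rise in luminescence from relieved DAX1 repression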
# Target sequence (P51843 207-470 limits assumed): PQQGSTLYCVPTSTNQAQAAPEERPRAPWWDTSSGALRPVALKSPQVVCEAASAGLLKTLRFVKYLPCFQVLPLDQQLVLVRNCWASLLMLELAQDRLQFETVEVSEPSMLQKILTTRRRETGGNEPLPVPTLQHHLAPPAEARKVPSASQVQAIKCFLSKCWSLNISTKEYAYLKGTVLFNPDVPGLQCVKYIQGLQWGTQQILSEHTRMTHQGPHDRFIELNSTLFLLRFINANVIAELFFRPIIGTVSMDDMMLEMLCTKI
# An asterisk follows results filed as active; i = inactive; / = no result given.
SMILES,Rev-erbA mod,hgDAF-12 ag,PG9 binder,ssDAF-12 act,sPLA2-III inh,PLCb3 inh,FXN GAA850 act,DAX1 inh-1,hcDAF12 agonist,SMARCA2 act,DAX1 inh-2
COc1ccc(C(C(=O)NC(C)(C)C)N(Cc2cccnc2)C(=O)CCC(=O)Nc2cc(C)on2)cc1 (centres undefined),5.7,-5.2,0.9,-1.0,3.4,-8.2,-2.0,0.1,-2.4,-1.9,-0.2
O=C(CNC(=O)c1ccccc1Cl)N/N=C/c1ccc2c(c1)OCO2,-1.9,-1.8,-0.5,-0.8,-0.1,-1.1,-1.2,0.3,-1.9,0.2,-1.4
CCSc1nnc(NC(=O)C(C)(C)C)s1,-3.0,4.3,1.1,-0.3,2.2,5.3,2.5,0.4,0.7,-1.1,0.7
CCOC(=O)C(=C1Nc2ccccc2N1)n1c(-c2ccco2)nc2ccccc21,0.1,0.7,1.4,-0.1,1.8,-78.3,/,-0.5,1.3,-0.1,/
O=C(NC(NC1CCS(=O)(=O)C1)C(Cl)(Cl)Cl)c1ccc(Br)cc1 (centres undefined),-2.4,-2.5,-0.3,-1.1,-2.7,1.7,-1.2,-1.0,-0.9,-2.9,-0.8
Clc1cc(Cl)cc(CN2CCSCC2)c1,2.6,0.5,-1.4,-1.8,11.0,-6.1,-1.0,-0.1,-1.5,-7.7,1.7
C=CCNC(=S)N(CC)c1cccc2ccccc12,0.1,-1.7,0.8,-1.1,7.8,-2.3,1.0,0.2,-1.2,-4.4,0.3
CCCn1c(N)c(N(CCOC)C(=O)c2cc3c(s2)CCCCC3)c(=O)[nH]c1=O,1.8,0.8,-2.0,-0.5,1.9,-7.6,-0.5,-1.5,1.3,1.7,-0.5
O=C(c1cccc(Cl)c1)N1CCn2c1nc1ccccc12,1.6,-0.3,1.6,-1.4,3.1,-5.0,1.1,0.1,0.4,0.8,1.5
CNC(=O)CSc1nnc(-c2ccc3c(c2)OCO3)n1C,-6.7,1.1,1.9,-0.9,2.6,-3.3,0.0,-0.1,-1.2,-1.1,1.8
C=CCNC(=O)NC(=O)c1csc([N+](=O)[O-])c1,2.3,-0.7,-2.9,-1.3,3.5,-4.5,-1.6,-0.1,0.3,-2.0,-0.4
CCCCN(C(=O)c1cccc(S(=O)(=O)N2CC(C)OC(C)C2)c1)c1c(N)n(CCCC)c(=O)[nH]c1=O (centres undefined),-0.7,-0.3,-2.9,-1.0,4.4,-6.8,0.7,1.0,-1.2,-1.3,0.3
Cc1ccc(-c2nnn(CC(=O)NCCC3=CCCCC3)n2)cc1,-5.3,-0.6,-0.5,-0.9,4.6,1.3,0.8,1.3,-1.6,-0.7,-0.7
O=C(Nc1c2c(nc3c1CCC3)CCCC2)c1ccccn1,-1.0,0.5,-1.9,-0.9,-0.3,0.8,1.5,-0.3,0.6,2.4,-0.8
COc1ccc(Cl)cc1NC(=O)c1cnc2sccn2c1=O,33.4*,0.4,0.9,-0.2,2.6,-26.8,3.3,-0.5,2.2,6.1,1.5
O=C1CS(=O)CN1c1ccc(Oc2ccccc2)cc1 (centres undefined),-2.6,-0.9,-3.0,-1.0,-19.7,2.5,0.1,-0.5,-0.8,5.5,3.2
COc1ccc(C(=O)N2CCCC(CNC(=O)c3ccccc3Cl)C2)o1 (centres undefined),-3.8,0.6,-0.5,-0.7,8.1,-3.8,1.7,-0.6,1.3,1.0,0.3
CCC(CC)C(=O)N(C)c1c(C)nc2c(OCC(=O)C(C)(C)C)cccn12,-5.7,0.2,-1.9,-1.5,-2.0,-5.6,-1.1,-0.7,0.1,-2.3,/
Cc1ccc(-c2nn(CC(=O)O)c(=O)c3ccccc23)cc1,1.0,-0.3,-1.4,-1.3,0.8,0.8,2.1,0.2,-1.9,-0.2,0.1
Cc1c(C(C)(C)O)[nH]c2ccc(C(F)(F)F)cc12,1.5,1.6,-0.2,-1.0,-11.8,4.0,0.7,-0.4,-0.6,0.1,-1.4
CCCc1nnc(SCC(=O)N2CCCCC2)n1CC1CCCO1 (centres undefined),3.6,0.5,-0.8,-0.6,0.7,2.0,-0.5,0.4,-1.2,0.1,-0.7
COc1ccc(CNC(=O)C2CC(c3ccc(F)cc3)=NO2)cc1 (centres undefined),1.6,-3.1,-0.6,-1.3,-2.8,2.0,-1.2,-1.2,-0.7,-2.2,0.7
CSC1=NSC2=NC(=O)/C(=C/c3coc4ccc(O)cc4c3=O)C(=N)N12,-6.8,-1.5,0.6,-1.1,-20.0,-301.8,-1.5,0.1,0.5,-0.8,0.0
O=C(CCn1nnc(-c2cccs2)n1)N1CCCCC1,-0.2,4.6,/,-0.6,-1.0,1.5,/,1.6,-1.0,9.0*,/
CCCn1c2c(c(O)c(C(=O)Nc3ccc(OC)cc3)c1=O)CCCC2,7.7,0.3,-0.9,-0.6,6.7,-0.5,5.5,0.7,1.1,0.6,0.1
Cc1sc(NC(=O)c2ccc(Br)s2)c(C(N)=O)c1C,0.9,19.1*,-5.2,0.6,-4.2,-46.4,1.9,2.6,8.8*,9.1*,3.0
COC(=O)C1=C[C@@H](C(=O)OC)[C@@H]2C3=C(C(=O)[C@@]2(C)NC(=O)c2ccccc2)[C@H](C)n2c(=O)n(C)c(=O)n2[C@@H]3C1,5.6,4.0,-1.2,-1.7,2.4,1.0,0.3,0.0,-1.2,-1.0,1.2
Cc1ccc2c(c1)C1CN(C)CCC1N2C(=S)NC(=O)c1ccc(Br)cc1 (centres undefined),0.8,1.9,-0.8,-0.7,-7.7,1.4,0.9,-0.8,-0.5,2.7,-0.6
O=C(CC[C@H]1O[C@@H](n2ccc(=O)[nH]c2=O)[C@H](O)[C@@H]1O)N[C@H](Cc1ccccc1)C(=O)NCc1ccccc1,5.2,5.2,-1.2,-1.4,12.8,3.5,/,-1.8,2.3,-7.1,/
COC1OC(COCc2ccccc2)C2OC(C)(C)OC2C1O (centres undefined),-2.8,-2.0,0.0,-1.3,8.1,0.6,/,0.6,-0.3,0.9,/

# Limited to sPLA2-III inh and PLCb3 inh (2 entries from above):
compound	sPLA2-III inh	PLCb3 inh
CCCc1nnc(SCC(=O)N2CCCCC2)n1CC1CCCO1 (centres undefined)	0.7	2.0
COc1ccc(CNC(=O)C2CC(c3ccc(F)cc3)=NO2)cc1 (centres undefined)	-2.8	2.0

# The listing continues:
SMILES,Rev-erbA mod,hgDAF-12 ag,PG9 binder,ssDAF-12 act,sPLA2-III inh,PLCb3 inh,FXN GAA850 act,DAX1 inh-1,hcDAF12 agonist,SMARCA2 act,DAX1 inh-2
O=C(Nc1cccnc1)/C(N=Nc1cccnc1)=C(\O)c1ccccc1,0.3,-0.5,-0.8,-1.9,0.1,2.2,0.4,-1.2,0.2,3.6,-0.3
CCc1cc(C(=O)Cc2nc3ccccc3s2)c(O)cc1OCC(=O)O,-1.4,-0.2,-0.3,0.9*,2.8,-39.6,3.9,0.7,4.2,-4.6,0.4
Cc1ccccc1NS(=O)(=O)c1cc(C(=O)Nc2cccnc2)ccc1C,2.3,-4.2,-2.0,-1.8,-5.0,-9.8,-0.3,-1.6,-3.2,-2.1,0.5
Cc1ccc(S(=O)(=O)N(C)CC(=O)OCc2nnc(-c3ccccc3)o2)cc1,-3.2,1.7,-0.5,-1.3,3.6,0.9,1.2,0.1,2.9,2.8,1.2
CCn1c(CCc2ccccc2)n[nH]c1=S,-4.8,1.7,0.1,-2.0,12.5,-4.4,1.8,-0.4,-2.2,-0.8,0.9
CCN(CCCNC(=O)CCNC(=O)Cn1ccc2ccccc2c1=O)c1ccccc1,3.1,-1.0,-1.6,-1.2,1.5,4.7,0.5,0.1,-2.0,0.7,-0.9
COc1cc(/C=C2\SC(=O)NC2=O)ccc1OCc1ccc(Cl)nc1,-1.1,0.8,1.3,-1.5,4.0,-6.5,0.3,0.1,-2.4,-1.1,-0.5
CC(SCc1ccccc1)C(=O)N/N=C/c1cccs1 (centres undefined),-0.6,-4.6,-1.6,-0.6,-8.8,0.7,2.4,-0.3,0.6,-0.8,-0.7
CC(=O)Nc1ccc(NC(=S)Nc2ccc(F)cc2)cc1,-4.7,-0.2,-1.9,-1.8,5.0,0.0,0.3,-0.4,-1.4,-2.7,-1.1
COC(=O)c1cc(CSc2nc3ccccc3[nH]2)oc1C,-1.7,2.0,-2.9,-1.2,0.5,4.3,2.7,-0.6,-2.2,1.9,0.0
O=C(NCCc1ccccn1)C1CCN(S(=O)(=O)c2ccc(Cl)cc2)CC1,4.2,-0.8,1.1,-1.0,2.3,-4.7,0.2,0.9,1.3,-2.7,-0.1
CCn1c(SCC(=O)N=Nc2c(O)[nH]c3ccccc23)nc2ccccc21,-0.4,-0.8,-1.9,0.2,-15.1,0.2,0.6,-0.4,5.5,-3.3,-0.9
COc1ccc(C2CC2/C(C)=N/OC(=O)c2cccs2)cc1 (centres undefined),-0.7,-0.6,0.9,-1.4,-3.7,-3.2,-0.3,-0.8,1.1,-1.5,0.1
C[C@]12c3[nH]c4cc(-c5ccco5)ccc4c3CCN1C(=O)[C@@H](CC(=O)NCC13CC4CC(CC(C4)C1)C3)C[C@@H]2C(=O)N1CCOCC1,2.3,-3.3,-1.0,-0.9,-15.8,i,-0.5,-1.9,-0.5,-6.7,-0.6
COc1cc2c(cc1OC)C(c1ccc(-c3ccccc3Cl)o1)=NCC2,7.3,-3.3,0.2,-2.7,-11.5,-183.5,-1.7,-2.5,-3.4,6.3,-2.9
COc1ccc(CNC(=O)c2cc3c(s2)CS(=O)C3)cc1 (centres undefined),-0.2,-4.0,0.1,0.9,2.1,-3.9,0.0,0.3,-0.3,-2.5,0.6
Cn1c2ccccc2c2ccc3c(c21)C(=O)C=CC3=O,-0.6,0.3,-1.8,-0.4,2.4,-51.7,-0.5,0.4,2.4,2.4,0.8
CCCNC(=O)C1(C)CCCN(C(=O)c2c(F)ccc(C)c2F)C1 (centres undefined),2.8,4.7,0.2,-1.0,5.3,0.8,-0.1,0.1,-2.1,1.7,/
CCOC(=O)C(=O)Nc1ccccc1C#N,5.3,2.9,-1.7,-0.8,1.8,-1.3,0.1,0.3,1.0,-3.4,-0.9
CC(=O)Nc1ccc(NS(=O)(=O)C(F)(F)F)cc1,6.0,-2.5,1.2,-0.8,0.1,5.8,2.7,0.3,0.7,-3.7,-0.2
